FBW7 activator: activators of human E3 ligase FBW7. Q969H0. AlphaScreen FBW7–phospho-cyclin E peptide binding, activator screen. normalized activity (activation), % at 26.1 µM. 0.13% of 650,000 active; in the data active = normalized activity above about 1.9%;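 also: purified mutant Fbw7 with reduced substrate affinity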
MITF inh: blocks human microphthalmia-associated transcription factor. O75030. 0.91% of 650,000 active. inhibition, % at 2.6 µM. AID 1259374. AlphaScreen MITF homodimerization, bead proximity signal; in the data active = inhibition above about 50%;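 also: 0% = vehicle wells with protein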
Target sequence (O75030 whole entry, looked up): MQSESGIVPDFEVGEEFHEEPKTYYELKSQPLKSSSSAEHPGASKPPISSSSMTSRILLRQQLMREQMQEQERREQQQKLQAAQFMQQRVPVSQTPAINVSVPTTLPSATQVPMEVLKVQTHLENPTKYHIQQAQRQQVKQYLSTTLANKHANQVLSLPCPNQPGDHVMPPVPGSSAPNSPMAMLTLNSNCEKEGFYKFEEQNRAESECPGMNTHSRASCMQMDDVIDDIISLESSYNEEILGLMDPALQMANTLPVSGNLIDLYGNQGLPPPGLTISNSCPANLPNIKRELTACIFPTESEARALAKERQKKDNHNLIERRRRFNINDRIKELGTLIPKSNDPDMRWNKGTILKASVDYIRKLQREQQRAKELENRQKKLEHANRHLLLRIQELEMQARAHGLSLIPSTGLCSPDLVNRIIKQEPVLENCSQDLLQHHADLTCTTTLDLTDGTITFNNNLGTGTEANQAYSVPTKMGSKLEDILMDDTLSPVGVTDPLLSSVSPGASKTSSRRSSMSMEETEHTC
GPR151 ag: activates the human receptor GPR151 | PathHunter beta-arrestin GPR151 cells, luminescence | AID 1508602 | activation, % at 11.2 µM | 1% of 650,000 active; in the data active = activation above about 4.9%;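 also: 0% = median of compound wells and 100% = cells with positive control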
Target sequence (Q8TDV0 whole entry, looked up): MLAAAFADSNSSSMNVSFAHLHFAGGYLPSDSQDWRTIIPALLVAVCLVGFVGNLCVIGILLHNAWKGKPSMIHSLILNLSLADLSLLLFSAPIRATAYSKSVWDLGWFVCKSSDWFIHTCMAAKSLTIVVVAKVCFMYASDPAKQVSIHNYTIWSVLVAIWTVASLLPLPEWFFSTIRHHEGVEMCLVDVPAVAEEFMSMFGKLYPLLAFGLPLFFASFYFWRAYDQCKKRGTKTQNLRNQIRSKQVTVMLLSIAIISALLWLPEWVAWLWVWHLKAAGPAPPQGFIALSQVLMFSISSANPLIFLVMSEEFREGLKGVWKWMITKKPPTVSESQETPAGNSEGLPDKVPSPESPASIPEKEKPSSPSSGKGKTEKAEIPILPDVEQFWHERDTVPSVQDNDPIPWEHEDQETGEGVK
TEAD-YAP block: TEAD-YAP interaction inhibition | HEK-TIYL cells, TEAD-Gal4/YAP UAS-luciferase luminescence | inhibition, % at 9.12 µM | 1.4% of 640,000 active; in the data active = inhibition above about 32%;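 also: 0% = median of test compound wells and 100% = reference inhibitor wells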
Active calls of the source: *.

SMILES,FBW7 activator,MITF inh,GPR151 ag,TEAD-YAP block
O=C(CCc1nnc(CCc2ccccc2)o1)NCC1COc2ccccc2O1 (stereo not drawn),0.0,-2,-0.6,-23
COC(=O)C(C)Sc1ccc2nnc(-c3ccc(F)cc3)n2n1 (stereo not drawn),0.0,-2,0.0,-21
CCOC(=O)N1CCN(CCC(=O)Nc2cccc(F)c2)CC1,-0.1,-2,0.6,2
CC1(C)CC(=O)C2=C(C1)N(c1ccc(Cl)cc1)C1=C(C(=O)CC(C)(C)C1)C2c1ccc(F)cc1,0.7,-7,-1.4,-11
CC(C)OC(=O)CCC(=O)Nc1cccc(F)c1,0.0,-3,-0.5,4
Cc1c(O)ccc(C(=O)Cc2ccccc2)c1O,0.3,-2,1.8,-7
O=C(NCc1ccoc1)c1ccc(NC(=O)c2ccccc2Cl)cc1,-0.2,-1,0.1,8
COc1cccc(NC(=O)C(=S)NC2CCCCC2)c1,-0.3,-6,-0.2,-2
CCc1ccc(NC(=O)COc2ccc(NC(C)=O)cc2)cc1,0.3,-4,0.4,7
Cc1ccc(S(=O)(=O)N(CCc2ccccc2)CC(=O)Nc2ccc(F)cc2)cc1,0.5,10,-0.2,-6
CCOC(=O)C1=C(N)n2c(s/c(=C\c3ccc(C(C)C)cc3)c2=O)=C(C#N)C1c1ccc(C(C)C)cc1 (stereo not drawn),-0.1,0,-0.4,5
COc1ccc(OC)c(NC(=O)c2cnn3c(C(F)(F)F)cc(-c4ccc(OC)c(OC)c4)nc23)c1,-0.1,-5,0.0,0
CCOCCn1c(=O)c2c(nc3n2CC(C)CN3c2cccc(Cl)c2C)n(C)c1=O (stereo not drawn),0.1,8,-1.0,0
Cc1ccc(S(=O)(=O)N2CCC(CNc3cc(C)nc(C)n3)CC2)cc1,-0.1,4,0.6,6
O=C(NCCCN1CCCC1=O)c1ccc2c(c1)OCO2,0.8,19,-1.3,-17
CC(=O)Nc1ccc(NC(=S)NC(=O)/C=C/c2ccco2)cc1,0.0,16,-0.3,8
COc1cccc(/C=N/NC(=O)C(=O)NCc2ccccn2)c1,0.0,19,2.1,-3
CCCCNC(=O)C1CCC(=O)N1CCc1ccccc1 (stereo not drawn),0.0,4,-0.6,3
N=C1C(c2nc3ccccc3[nH]2)=C(O)CN1c1ccc(Cl)cc1,0.0,8,-0.5,-8
Cc1nc(NCc2ccco2)cc(-c2ccc(F)cc2)n1,-0.1,9,-1.6,-31
Cc1c(S(=O)(=O)Nc2ccc(Cl)cc2Cl)c(=O)n(C)c(=O)n1C,0.0,-1,-1.0,3
COc1cc2c(cc1OC)C(COc1ccc(F)cc1)N(C(=O)c1ccc(C)cc1)CC2 (stereo not drawn),0.3,11,0.1,-16
CC(C)CCNC(=O)CNC(=S)N(Cc1ccccc1)Cc1cccnc1,0.0,-14,0.8,0
N#C/C(=C(/O)c1ccco1)c1nc2ccccc2s1,0.3,5,-8.7,-35
CCCNC(=O)c1c(C)c(C(=O)OCC)n(CC)c1C,0.0,0,-0.5,-4
Cc1cc(=O)n2nc(N3CCCC(C(=O)Nc4cccc(Cl)c4C)C3)sc2n1 (stereo not drawn),-0.1,6,-1.0,-2
COc1ccc2ccccc2c1CN1CCN(C(=O)c2cccnc2)CC1,0.1,50,-0.7,0
CC(=O)c1ccc(NC(=O)CSc2nc(C3CC3)nc3ccccc23)cc1,0.1,11,-1.7,1
CCCC1CCC(C(=O)Nc2ccc3nc(N4CCCCC4)cc(C)c3c2)CC1 (stereo not drawn),-0.1,-5,-0.1,-6
COc1ccc(CC2(CCC(=O)NCCc3cccc(F)c3)CCC(=O)N2)cc1 (stereo not drawn),-0.1,12,-1.2,2
COc1ccc(C(=O)OCCNC(=O)c2cccnc2)cc1OC,0.1,3,0.7,7
CC(=O)Nc1ccc(NC(=O)c2ccc3c(c2)C(=O)c2ccccc2-3)cc1,0.0,9,0.5,3
CCC1CCCCN1CCN1C(=O)C2C(C(=O)Nc3cccc(OC)c3)C3C=CC2(O3)C1C(=O)NC1CCCCC1 (stereo not drawn),0.3,4,-1.0,-2
CC(NC(=O)c1ccccc1)C12CC3CC(CC(C3)C1)C2 (stereo not drawn),-0.1,-8,0.2,11
Cc1nc([N+](=O)[O-])c(C(=O)OCc2ccccc2)n1C,0.0,1,-1.2,0
O=C(Nc1ccc2oc(-c3cccc(Cl)c3)nc2c1)c1ccc(Cl)c([N+](=O)[O-])c1,0.0,12,0.7,20
CC(C)C1=NN2C(=N)/C(=C/c3ccccc3OCCOc3ccc(Br)cc3)C(=O)N=C2S1,-0.2,-2,0.5,-4
O=C(COc1ccccc1)Nc1c2c(nn1-c1ccccc1)CS(=O)C2 (stereo not drawn),-0.1,-8,-1.3,-6
O=C(Oc1ccc(Br)cc1)c1cncc(Br)c1,0.0,-8,0.9,-2
O=C(O)C1CSC(c2ccc3c(c2)OCCO3)N1 (stereo not drawn),0.1,-3,1.1,7
O=C(Nc1ccc2nc3n(c(=O)c2c1)CCCC3)c1ccccc1[N+](=O)[O-],1.1,22,-0.4,-18
Cc1ccc(Cn2c(C)c3cnn(CC(=O)NC(C)(C)C)c(=O)c3c2C)cc1,0.1,12,0.5,-4
O=C1C2CCCCC2C(=O)N1CC(=O)N1c2ccccc2Sc2ccccc21 (stereo not drawn),0.0,12,-0.6,-6
Cc1ccc(NC(=O)c2cccc(F)c2)c([N+](=O)[O-])c1,-0.1,-3,8.7*,-28
CCCc1cc(C(=O)O)c2ccccc2n1,0.0,-3,-0.4,-8
Nn1cc(-c2ccccc2)nc1SCC(=O)NC1CCS(=O)(=O)C1 (stereo not drawn),-0.2,-6,1.5,3
CC(=O)C1C(=O)c2cc([N+](=O)[O-])ccc2C1=Nc1cccc2ccccc12 (stereo not drawn),-0.2,-17,0.3,-1
CCc1ccc2oc(-c3cccc(NC(=O)c4ccc(C)cc4)c3)nc2c1,0.3,13,-1.1,1
CCOc1ccc(CN2CCc3c(nc(N4CCC(C)CC4)[nH]c3=O)C2)cc1,0.2,3,-0.1,4
N#CC(C#N)=CNc1ccc(S(=O)(=O)Nc2cccc(Cl)c2)cc1,-0.1,10,1.6,6
COc1ccc(CCNC(=O)c2nnn(-c3cc(C)cc(C)c3)c2N)cc1OC,0.0,-2,0.3,-8
COc1cc2c(cc1OC)C(COc1ccc(C(C)C)cc1)N(C(=O)C1CC1)CC2 (stereo not drawn),-0.1,1,2.9,-5
CCOC(=O)CCN(Cc1ccc(OC)c(OC)c1)S(=O)(=O)c1cccc(C(F)(F)F)c1,0.1,-2,-2.0,5
CCCSc1nnc(C(C)C)n1N,0.1,5,-1.8,2
CCOC(=O)N1CCN(C/C(Cl)=C/c2ccccc2)CC1,-0.3,34,1.1,-52
O=C(Cc1ccccc1)Nc1cnn(-c2cccc(C(=O)Nc3cccc(CN4CCCCC4)c3)c2)c1,0.0,-2,-0.4,-5
CCn1ccc(C(=O)Nc2nc3c(OC)ccc(Cl)c3s2)n1,0.1,21,1.2,-4
O=C(OCc1ccc(Cl)cc1)c1cccs1,0.0,4,-0.3,2
O=C(Cn1nc(-c2ccccc2)ccc1=O)NCCN1CCC(Cc2ccccc2)CC1,0.2,11,-1.4,8
Cc1cc(-c2cncnc2C2CCCN(Cc3cscn3)C2)on1 (stereo not drawn),-0.1,26,-0.3,3

Continued:
SMILES,FBW7 activator,MITF inh,GPR151 ag,TEAD-YAP block
CCOC(=O)C1=C(C)NC2=C(C(=O)CC(c3ccc(N(C)C)cc3)C2)C1c1ccco1 (stereo not drawn),-0.1,-13,-1.0,6
Cc1nc2ccccc2c(=O)n1Nc1ccc([N+](=O)[O-])cc1[N+](=O)[O-],0.0,7,1.0,9
Cc1ccccc1S(=O)(=O)Nc1ccc2oc3c(c2c1)CCCC3,0.0,-2,0.1,-2
CCc1nnc2sc(/C=C/c3ccccc3)nn12,-0.1,-2,-0.2,-18
COc1cc(Br)cc(/C=N/N=C2\NC(=O)C(CC(=O)O)S2)c1O (stereo not drawn),-0.2,15,-1.9,-4
COc1ccc(-c2cc(C(F)(F)F)n3nc(C(=O)NC(C)C)cc3n2)cc1OC,0.3,-11,-0.7,12
CCCCN(C)C(=O)C1CCN(S(=O)(=O)c2ccc3c(c2)OCC(=O)N3)CC1,-0.1,-14,-0.9,-1
CC(Sc1nnnn1-c1ccccc1)C(=O)Nc1ccc2nc(SCC(=O)Nc3ccccc3)sc2c1 (stereo not drawn),0.2,15,-1.6,11
COc1ccc(C(=O)NCCCNc2nc3cc4c(cc3cc2C#N)OCO4)cc1,0.0,-14,0.1,3
CC(C)CC(=O)Nc1noc2ccccc12,-0.1,-113,1.4,-12
CCc1ccc(OCC(=O)NCCCOC)cc1,0.2,8,-1.8,6
CC(=O)N1C(=O)C2(C(C#N)=C(N)Oc3n[nH]c(-c4ccncc4)c32)c2ccccc21 (stereo not drawn),-0.1,8,-1.0,5
CS(=O)(=O)N(Cc1ccc(Cl)cc1)c1ccc(C(=O)Nc2ccc(CC#N)cc2)cc1,-0.1,-4,0.1,0
CCOC(=O)CC(=O)Nc1nc2ccc(Br)cc2s1,0.4,7,-0.8,1
C=CCN=c1sc(C(=O)OC)cc(=O)n1CC=C,0.0,-5,3.0,2
COc1ccc(-c2cc(C(F)(F)F)n3nc(C(=O)N(C)CCC#N)cc3n2)cc1OC,0.0,-5,-0.1,5
O=C(NCCc1ccccn1)c1ccc(-c2ccc(O)cc2)nc1NCC1CC1,0.3,11,0.1,-11
CCN(CC)c1ccc(NS(=O)(=O)c2ccc([N+](=O)[O-])cc2)cc1,0.0,35,0.3,7
O=C(Nc1cccc(-c2cn3ccccc3n2)c1)c1cccc(F)c1,0.1,-2,1.1,-24
Cc1nc2ccc(-c3cn[nH]c3)cc2c(=O)n1C,0.1,5,0.9,-7
Cn1cnc2cc(NCc3ccc(Br)cc3)ccc21,0.0,27,-0.9,-89
CCOc1ccc(C2C(C(N)=O)=C(C)Nc3nc(-c4ccccc4OC)nn32)cc1 (stereo not drawn),-0.1,3,0.9,1
CCc1ccc(/C=C2/NC(=O)N(CC(=O)Nc3cccc(C)c3)C2=O)cc1,-0.1,0,-0.6,7
CCN(CC)c1nc(NCCCN2CCCC2=O)nc(NCc2ccccc2)n1,0.0,21,2.0,-4
O=Cc1ccc(OCC(=O)Nc2cc(Cl)cc(Cl)c2)cc1,-0.1,12,1.7,-9
COc1ccc(O)c(/C=N/NC(=O)CNC(=O)c2ccc(Cl)cc2)c1,-0.1,-6,0.5,-9
Cc1c(O)ccc2c1oc(=O)c1ccccc12,0.2,-1,-1.8,-12
O=C(N1CCN(c2ccc(F)cc2)CC1)C1(S(=O)(=O)c2ccc(Cl)cc2)CC1,0.1,5,-0.3,9
CCN(CC)C(=O)C(=O)Nc1ccc(C(F)(F)F)cc1,-0.1,4,1.2,-12
O=C(c1ccc(Cl)c([N+](=O)[O-])c1)N(Cc1ccc(Cl)cc1)C1CCS(=O)(=O)C1 (stereo not drawn),-0.2,5,1.0,-8
Cc1ccc(OCC(=O)Nc2ccc(Br)cc2C(=O)O)cc1C,-0.1,-5,1.2,-2
CCCN(CCC(=O)Nc1ccc(OC)cc1OC)CC1CC1,0.0,5,-0.4,1
Cc1ccc(NC(=O)CSc2c(C)[nH]c3ccccc23)c(C)c1,0.5,11,0.2,-4
Cc1ccc(/C=c2\sc3nnc(-c4ccccc4C)n3c2=O)o1,0.2,-17,0.0,-12
O=C(CNC(=S)N(Cc1ccccc1Cl)C1CCCC1)NCCCN1CCOCC1,-0.2,7,-1.1,-10
COc1ccc([N+](=O)[O-])cc1NC(=O)Cn1ncc2c1-c1ccccc1OC2,0.2,21,-0.2,3
CC(c1ccccc1)n1cc(C(=O)NCCCN2CCOCC2)nn1 (stereo not drawn),-0.1,-3,-0.6,-5
N#CCC(=O)NCCc1ccccc1Cl,-0.1,10,-0.5,2
N#Cc1c2c(c(N3CCOCC3)n3c1nc1ccccc13)CCC2,0.7,18,-2.0,-8
NC(=O)c1cccc(Nc2ccc(-n3ccnc3)cc2)n1,-0.1,10,0.0,-1
Cc1ccc(/C(N)=N/OC(=O)c2ccccc2F)cc1,0.0,-1,-1.4,-68
CCOC(=O)N(c1ccccc1)S(=O)(=O)c1ccc(C)cc1,0.1,3,-0.3,7
CCCOC(=O)C1=C(C)NC2=C(C(=O)CC(c3ccc(Cl)cc3)C2)C1c1ccc(Br)cc1 (stereo not drawn),0.3,4,-1.0,8

Given with values under each structure: part of the list above
Screens in order – FBW7 activator | MITF inh | GPR151 ag | TEAD-YAP block
CCCSc1nnc(C(C)C)n1N
 : 0.1 | 5 | -1.8 | 2
CC(Sc1nnnn1-c1ccccc1)C(=O)Nc1ccc2nc(SCC(=O)Nc3ccccc3)sc2c1 (stereo not drawn)
 : 0.2 | 15 | -1.6 | 11

Complete entries, quoted from the list. Values in the order: FBW7 activator	MITF inh	GPR151 ag	TEAD-YAP block
Results for `COc1ccc(CC2(CCC(=O)NCCc3cccc(F)c3)CCC(=O)N2)cc1` (stereo not drawn) = -0.1	12	-1.2	2
Results for `Cc1ccc(/C(N)=N/OC(=O)c2ccccc2F)cc1` = 0.0	-1	-1.4	-68
Results for `COc1ccc(C(=O)OCCNC(=O)c2cccnc2)cc1OC` = 0.1	3	0.7	7

Screening data: PubChem, The Scripps Research Institute Molecular Screening Center
